Diaph act CS – diaphorase activation or chemical reduction counter-screen | Diaphorase/resazurin coupled assay, resorufin fluorescence, 16 min; active compounds read high; 1 = vehicle wells, 0 = NADH-free wells | activation factor at 20 µM | 190,000 tested, 0.005% active | AID 1229;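 active means diaphorase activity raised at least twofold by the compound at 20 µM; inactive means activation factor below 2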
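Assay system: Purified diaphorase enzyme from Clostridium kluyveri | Amount: Enzyme 0.07 U/mL final | Dosing: Compound 20 µM once, DMSO 1% | Timing: 16 min reaction at room temperature | Detection: Fluorescence, excitation 544 nm and emission 590 nm | Evaluation: Higher resorufin formation from activation or reduction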
PMI act – increases human mannose-6-phosphate isomerase activity; 190,000 tested, 0.005% active; activation factor at 20 µM; P34949; AID 1214; purified human PMI, coupled resazurin fluorescence, 20 min; active compounds read high; 1 = vehicle control, 0 substrate-free wells;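 active means activation factor of 2 or more at 20 µM, relative to plate controls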
Target sequence (P34949 whole entry, looked up): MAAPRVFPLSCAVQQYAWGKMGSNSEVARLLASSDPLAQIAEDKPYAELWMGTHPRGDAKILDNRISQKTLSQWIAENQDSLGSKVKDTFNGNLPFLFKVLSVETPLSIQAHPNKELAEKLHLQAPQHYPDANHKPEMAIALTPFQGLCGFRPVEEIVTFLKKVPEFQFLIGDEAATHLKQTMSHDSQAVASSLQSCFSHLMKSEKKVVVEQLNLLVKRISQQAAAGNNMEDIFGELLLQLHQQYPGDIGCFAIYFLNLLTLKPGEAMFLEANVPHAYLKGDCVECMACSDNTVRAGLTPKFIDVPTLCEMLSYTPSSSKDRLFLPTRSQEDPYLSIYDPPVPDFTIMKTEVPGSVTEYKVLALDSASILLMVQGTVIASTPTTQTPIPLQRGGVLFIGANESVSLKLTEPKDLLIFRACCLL
Diaph inh CS – diaphorase inhibition or chemical oxidation counter-screen. inhibition, % at 20 µM. 190,000 tested, 0.69% active. diaphorase resazurin-to-resorufin fluorescence, NADH, 16 min; bacterial (C. kluyveri) enzyme, not human;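 active means primary screen inhibition at 20 µM above a set limit, cut at about 50% in these data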;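 further: plate controls were DMSO with full reaction for no effect and wells lacking NADH for full effect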
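controls = No-NADH positive control and DMSO neutral control | system = Clostridium kluyveri diaphorase enzyme | timing = reaction incubation of 16 min at room temperature | signal = resorufin fluorescence 544/590 nm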
Lmaj promast – reduces viability of Leishmania major promastigotes; resazurin fluorescence viability; inhibition, % at 10 µM; 200,000 tested, 9% active; AID 1063; in the data active means inhibition above about 50%;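 further: promastigotes grown with compound for 44 hours at 28 °C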
PMI act hi M6P – increases human PMI activity with near-saturating mannose 6-phosphate; coupled PMI enzyme assay, resazurin fluorescence, 20 min; active compounds read high; 1 = untreated enzyme, 0 = substrate-free blank; P34949; activation factor at 20 µM; 190,000 tested, 0.34% active; AID 1216;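 active means activation factor of 2 or more at 20 µM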
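Test system: human phosphomannose isomerase with PGI, G6PDH, diaphorase coupling enzymes; amount: 15 ng/mL PMI; incubation: enzyme reaction with compound 20 min at room temperature; technique: resorufin fluorescence (Ex 544/Em 590 nm) from resazurin via diaphorase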
TNAP inh no acc – inhibitors of human TNAP without phosphate acceptor; AID 1012; purified TNAP, CDP-star luminescence, 30 min; inhibition, % at 20 µM; 200,000 tested, 0.26% active; P05186;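 active means tissue-nonspecific alkaline phosphatase inhibition above about 50% at 20 µM in the single-dose screen, limit read from the data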;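 further: 0% = DMSO negative control and 100% = EDTA positive control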
Target sequence (P05186 whole entry, looked up): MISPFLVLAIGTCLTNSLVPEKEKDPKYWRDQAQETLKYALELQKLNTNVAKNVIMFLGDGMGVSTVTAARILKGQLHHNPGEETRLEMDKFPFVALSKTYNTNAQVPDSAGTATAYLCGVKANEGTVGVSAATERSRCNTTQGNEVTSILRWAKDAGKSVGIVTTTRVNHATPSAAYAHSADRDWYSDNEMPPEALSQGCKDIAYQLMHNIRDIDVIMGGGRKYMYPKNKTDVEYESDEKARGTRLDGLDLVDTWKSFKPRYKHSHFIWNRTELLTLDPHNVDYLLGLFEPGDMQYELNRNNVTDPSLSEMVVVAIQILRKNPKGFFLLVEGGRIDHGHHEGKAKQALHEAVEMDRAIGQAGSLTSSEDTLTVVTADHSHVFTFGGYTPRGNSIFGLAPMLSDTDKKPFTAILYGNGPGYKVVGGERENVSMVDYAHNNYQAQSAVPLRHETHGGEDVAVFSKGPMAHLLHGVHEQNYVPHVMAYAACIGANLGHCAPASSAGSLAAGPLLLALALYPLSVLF
bIAP act – increases bovine intestinal alkaline phosphatase activity. purified bovine IAP, CDP-star luminescence, 30 min; active compounds read high; fold of DMSO-control signal, blank-subtracted. activation factor at 20 µM. 200,000 tested, 0.17% active;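 active means activation factor of 2 or more at 20 µM, a signal rise over negative controls twice the positive control's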
bIAP inh – blocks bovine intestinal alkaline phosphatase activity; 190,000 tested, under 10 active; purified bovine IAP, CDP-star luminescence, 30 min; inhibition, % at 20 µM; AID 1019;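 active means over 50% inhibition of intestinal alkaline phosphatase at 20 µM in the single-dose screen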
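Assay system: bovine IAP enzyme; medium: DEA buffer 100 mM, pH 9.8, with MgCl2 1.0 mM, ZnCl2 0.02 mM; doses: 20 µM single dose; incubation: enzyme reaction for 30 min at room temperature; detection: CDP-star luminescence signal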
TNAP inh hi DEA – blocks human TNAP under high phosphate acceptor concentration. P05186. purified TNAP, CDP-star luminescence, 1 M DEA. inhibition, % at 20 µM. 200,000 tested, 0.03% active. AID 1135;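 active means over 50% inhibition of tissue-nonspecific alkaline phosphatase at 20 µM in the single-dose screen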;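 further: plate controls were DMSO wells for no effect and EDTA-quenched wells as full inhibition for full effect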
TNAP act hiacc – increases human TNAP activity under high phosphate acceptor concentration; P05186; AID 1136; 200,000 tested, under 10 active; activation factor at 20 µM; purified TNAP, CDP-star luminescence, 1 M DEA, 30 min; active compounds read high; 0 = EDTA background, 1 = DMSO-only activity;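 active means activation factor at least 2 at 20 µM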
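Measured by: Luminescent substrate turnover signal | Test system: Human TNAP | Input: TNAP 1/800 final | Dosing: 20 µM single point | Schedule: 30 min, room temperature | Controls: EDTA wells as negative control, DMSO wells as positive control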
* hit, by the source's call.

Start of the data: the first 3 compounds, to show the layout:
SMILES | Diaph act CS | PMI act | Diaph inh CS | Lmaj promast | PMI act hi M6P | TNAP inh no acc | bIAP act | bIAP inh | TNAP inh hi DEA | TNAP act hiacc
O=C(OCC(=O)N1CCN(C(=O)c2ccco2)CC1)c1cn(-c2ccccc2)nc1-c1ccccc1 | 0.6 | 1.1 | 41 | 3 | 0.9 | -10 | 1 | 2 | -10 | 1.1
Cc1cc(C)n(C(=O)CCC(=O)NCc2ccccc2)n1 | 1 | 0.9 | 3 | -5 | 1 | -2 | 1 | 1 | -4 | 1
CCN(c1ccccc1)S(=O)(=O)c1ccc(Cl)c(NC(=O)COC(=O)C2CC2C)c1 (centres undefined) | 0.9 | 0.9 | 14 | 8 | 0.9 | -11 | 0.8 | 18 | -6 | 1.1

This part in full, from the first entry:
SMILES | Diaph act CS | PMI act | Diaph inh CS | Lmaj promast | PMI act hi M6P | TNAP inh no acc | bIAP act | bIAP inh | TNAP inh hi DEA | TNAP act hiacc
O=C(OCC(=O)N1CCN(C(=O)c2ccco2)CC1)c1cn(-c2ccccc2)nc1-c1ccccc1 | 0.6 | 1.1 | 41 | 3 | 0.9 | -10 | 1 | 2 | -10 | 1.1
Cc1cc(C)n(C(=O)CCC(=O)NCc2ccccc2)n1 | 1 | 0.9 | 3 | -5 | 1 | -2 | 1 | 1 | -4 | 1
CCN(c1ccccc1)S(=O)(=O)c1ccc(Cl)c(NC(=O)COC(=O)C2CC2C)c1 (centres undefined) | 0.9 | 0.9 | 14 | 8 | 0.9 | -11 | 0.8 | 18 | -6 | 1.1
CCCC(=O)NCCCc1nc2ccccc2n1C | 1 | 0.9 | 3 | -7 | 1 | -12 | 0.9 | 10 | -6 | 1.1
Clc1ccc(COc2cccc(CNCc3ccncc3)c2)cc1 | 0.9 | 1 | 5 | 94* | 1.2 | -7 | 1.1 | -8 | -5 | 1.1
O=C(Nc1ccc(Cl)cc1)C1=Cc2ccccc2OC1 | 0.9 | 0.9 | 15 | 5 | 0.9 | -16 | 0.7 | 26 | -4 | 1
CCn1c(-c2ccoc2C)n[nH]c1=S | 0.9 | 1 | 9 | -8 | 1.1 | 7 | 0.9 | 9 | -8 | 1.1
Cc1ccc2[nH]c(=O)c(CN(CCCN(C)C)C(=S)NCCc3ccccc3)cc2c1 | 0.9 | 1 | 10 | 76* | 1 | -4 | 1 | -2 | -2 | 1
O=C(NC1CCCCC1)C(c1cccnc1)N(C(=O)c1csnn1)C1CCCC1 (centres undefined) | 0.9 | 1 | 11 | -5 | 0.9 | -6 | 1 | 3 | 2 | 1
OC1CCCN(c2c3c(nc4cc(-c5cccc(Cl)c5)nn24)CCC3)C1 (centres undefined) | 0.9 | 1 | 13 | -2 | 1 | -5 | 0.8 | 18 | -2 | 1
CC(=O)c1ccc(N(C(=O)Cn2nnc(-c3ccccc3)n2)C(C(=O)NC2CCCCC2)c2ccccn2)cc1 (centres undefined) | 0.8 | 0.9 | 20 | 23 | 0.9 | -10 | 0.7 | 29 | -5 | 1.1
CC(C)C(=O)N1CCN(c2ccccc2NC(=O)c2cccc(Cl)c2)CC1 | 0.8 | 1 | 15 | 14 | 1 | -7 | 1 | -3 | -5 | 1.1
CCN1CCN(c2cc(C)c3cc(NC(=O)c4ccccc4F)ccc3n2)CC1 | 1.4 | 1 | -36 | 51* | 0.9 | 13 | 1.1 | -13 | -3 | 1
CC(C)c1cc(C(=O)NCc2cccnc2)no1 | 0.9 | 0.9 | 7 | -1 | 0.9 | -4 | 1 | -1 | 1 | 1
CC(=O)c1ccc(NC(=O)c2cnn3ccccc23)cc1 | 0.8 | 0.9 | 20 | -8 | 0.9 | -8 | 1 | 2 | 0 | 1
O=C(Nc1cccc(C(F)(F)F)c1)c1cc2ncc(Br)cn2n1 | 0.9 | 0.9 | 6 | 3 | 1 | -3 | 0.9 | 8 | -6 | 1.1
Cc1ccc(/C(O)=C2\C(=O)C(=O)N(CC(C)O)C2c2ccc(N(C)C)cc2)cc1 (centres undefined) | 0.8 | 1.2 | 17 | -3 | 1.3 | -7 | 0.9 | 7 | -2 | 1
COc1ccc(-n2nnc3c(SCc4ccccc4)ncnc32)cc1 | 0.8 | 1.1 | 18 | -7 | 1 | -12 | 0.8 | 16 | -6 | 1.1
CC(=O)c1c(C)n(CC(=O)NCc2ccco2)c2ccccc12 | 0.9 | 1 | 6 | 1 | 1.1 | -8 | 1 | 4 | -5 | 1.1
CCc1c(C)sc(NC(=O)c2cccs2)c1C(N)=O | 0.9 | 0.9 | 6 | 15 | 1 | -13 | 1.1 | -7 | -1 | 1
CCCCn1c(N)c(N(CC)C(=O)/C=C/c2ccco2)c(=O)[nH]c1=O | 1 | 1.1 | -1 | -4 | 1.1 | -14 | 1 | -1 | 1 | 1
O=C(Cc1cccs1)NNC(=O)c1ccc(F)cc1 | 0.9 | 0.9 | 9 | -1 | 1 | -22 | 0.8 | 15 | -2 | 1
CCN(CC)CCNC(=O)c1ccc(NC(=O)c2ccc(F)cc2)cc1 | 1 | 1.1 | 1 | 2 | 1 | -10 | 1.2 | -18 | -5 | 1.1
O=c1n(-c2ccccc2)c(=O)n2n1CCC2 | 0.9 | 1 | 6 | -3 | 1 | -7 | 1 | 1 | 0 | 1

Compound profiles, as listed above. Order of screens: Diaph act CS	PMI act	Diaph inh CS	Lmaj promast	PMI act hi M6P	TNAP inh no acc	bIAP act	bIAP inh	TNAP inh hi DEA	TNAP act hiacc
CCc1c(C)sc(NC(=O)c2cccs2)c1C(N)=O across the screens: 0.9	0.9	6	15	1	-13	1.1	-7	-1	1
Cc1ccc(/C(O)=C2\C(=O)C(=O)N(CC(C)O)C2c2ccc(N(C)C)cc2)cc1 (centres undefined) across the screens: 0.8	1.2	17	-3	1.3	-7	0.9	7	-2	1

Continuation:
SMILES | Diaph act CS | PMI act | Diaph inh CS | Lmaj promast | PMI act hi M6P | TNAP inh no acc | bIAP act | bIAP inh | TNAP inh hi DEA | TNAP act hiacc
Cc1ccccc1NC(=S)NNC(=O)c1ccoc1C | 0.9 | 1.1 | 10 | -3 | 1.1 | -192 | 1.4 | -42 | -9 | 1.1
CCN1C(=O)C(CC(=O)Nc2ccc(OC)cc2)N(CCc2ccccc2)C1=S (centres undefined) | 0.9 | 1.1 | 10 | 17 | 1.1 | 0 | 1.1 | -14 | 0 | 1
Cc1ccccc1NC(=O)Cn1cccc1 | 0.9 | 1 | 10 | -2 | 1 | -15 | 0.9 | 12 | -3 | 1
CCOC(=O)c1c(C)[nH]c(C(=O)C(C)Cl)c1C (centres undefined) | 1.1 | 1.3 | -6 | 11 | 1.2 | -34 | 1.2 | -22 | -4 | 1
Cc1ccc(S(=O)(=O)c2nc(-c3ccccc3)oc2NCCN2CCOCC2)cc1 | 0.8 | 1.1 | 20 | 14 | 1.4 | -5 | 1.1 | -5 | -2 | 1
O=C(Cc1nc(=O)c2ccccc2s1)Nc1ccccc1 | 0.9 | 0.9 | 9 | -7 | 0.9 | -14 | 0.9 | 15 | -1 | 1
Cc1nn(Cc2ccc(F)cc2)c(C)c1NC(=O)c1cnn2cccnc12 | 1 | 1 | 1 | 0 | 1 | -13 | 0.9 | 9 | -2 | 1
CC1CN(C(=O)Nc2ccc3c(c2)OCO3)CC(C)O1 (centres undefined) | 0.9 | 1 | 11 | -4 | 1 | -14 | 0.9 | 6 | 0 | 1
O=C(N/N=C/c1ccc(-c2cccc(C(F)(F)F)c2)o1)c1cccc(F)c1 | 0.8 | 0.9 | 20 | 18 | 1 | -3 | 1 | 5 | 5 | 0.9
CC(OC(=O)c1ccc(S(=O)(=O)N(C)C)cc1)C(=O)Nc1ccc(Cl)cn1 (centres undefined) | 0.9 | 1 | 13 | 2 | 1 | -10 | 1 | 0 | -8 | 1.1
O=C(c1c(O)c2ccccc2oc1=O)C1CCCCC1 | 0.8 | 0.9 | 18 | -6 | 1 | -12 | 0.8 | 21 | -4 | 1
c1cnc(SCCOc2ccc3c(c2)CCC3)nc1 | 0.9 | 0.9 | 14 | -8 | 1 | -13 | 0.8 | 24 | -10 | 1.1
CCOC(=O)c1c(NC(=O)CC(C)C)sc(C(C)=O)c1C | 0.9 | 1 | 8 | 1 | 1 | 1 | 1.2 | -17 | 1 | 1
CN(C)C(=O)CSc1ncnc2scc(-c3ccccc3)c12 | 1.1 | 1.1 | -6 | -13 | 1.1 | -24 | 0.7 | 31 | -1 | 1
Cn1c(=O)[nH]c(=O)c2c1nc(CN1CCOCC1)n2CCCO | 1.1 | 1 | -12 | -8 | 1 | -7 | 1 | 4 | -3 | 1
CCOC(=O)C1CCN(Cc2ccc(OC)c(C)c2OC)CC1 | 0.8 | 1 | 20 | 64* | 1.1 | -9 | 1.1 | -5 | -11 | 1.1
CCOC(=O)N1CCN(S(=O)(=O)c2ccc(C(=O)Nc3nnc(C)o3)cc2)CC1 | 0.9 | 1.1 | 14 | -6 | 1.1 | -1 | 0.9 | 8 | 0 | 1
O=C(NCc1ccco1)c1ccc2c(=O)n(Cc3ccco3)c(SCC(=O)N3CCCC3)nc2c1 | 0.8 | 1 | 19 | 24 | 1 | 6 | 1.1 | -13 | -4 | 1
O=C1NC2(CCc3ccccc3C2)C(=O)N1CCOc1cccc(Cl)c1 (centres undefined) | 0.8 | 0.9 | 19 | -7 | 0.9 | -6 | 0.9 | 9 | -4 | 1
c1ccc(-c2ncnc3cc4n(c23)CCC4)cc1 | 1 | 1.1 | 5 | -4 | 1.1 | -10 | 0.9 | 11 | -1 | 1
COc1ccc(-c2cc(C(=O)OCC(=O)Nc3cc(C)on3)c3ccccc3n2)cc1OC | 0.8 | 0.8 | 16 | -4 | 0.9 | -6 | 1 | 2 | -5 | 1.1
O=C(Nc1ccon1)c1ccccc1Cl | 0.9 | 0.9 | 10 | -9 | 0.9 | -6 | 0.9 | 9 | -2 | 1
CCSc1ccccc1C(=O)Nc1ccc(S(=O)(=O)NC(C)=O)cc1 | 1.1 | 1.1 | -14 | -7 | 1.2 | -8 | 1 | -1 | -11 | 1.1
COc1ccc(NS(=O)(=O)c2c(C)[nH]c(=O)[nH]c2=O)c(OC)c1 | 0.9 | 0.9 | 10 | -4 | 1 | -10 | 1 | 1 | 0 | 1
O=C(CO/N=C/c1ccccc1OC(F)F)NC1CCCC1 | 1 | 1.1 | 1 | 9 | 1.1 | 0 | 1 | -3 | 2 | 1
Cc1ccc(N(CC(=O)N2CCN(c3ccc(F)cc3)CC2)S(=O)(=O)c2c(C)nn(C)c2C)cc1 | 0.8 | 0.9 | 22 | -1 | 0.9 | 3 | 1 | -2 | -6 | 1.1
Cc1ccc(C(=O)CCC2CCCC2=O)cc1 (centres undefined) | 0.9 | 1 | 7 | -3 | 1 | -8 | 0.9 | 9 | -9 | 1.1
CCCCn1cnc2sc(-c3ccccc3)cc2c1=O | 1 | 0.9 | 4 | 7 | 0.9 | -14 | 1 | 4 | -1 | 1
O=C1C=C(NCc2ccccc2)C2(CCCCC2)O1 | 0.9 | 1.1 | 11 | 2 | 1 | -14 | 0.8 | 18 | -5 | 1

Screening data as filed in PubChem.
